Screening data from PubChem BioAssay.
CYP2C9 act – increases human cytochrome P450 2C9 activity | P11712 | recombinant CYP2C9, luciferin-H conversion, luminescence; hits give high values; factor 1 = untreated enzyme, 0 = blocked | activation factor at 5 µM | hit rate 1.4% among 96,000;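 active = activation factor of 2 or more for CYP2C9 at a 5 µM dose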;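 note: 0 = sulfaphenazole-blocked wells and 1 = vehicle-only wells; values of inactives mirror those of a sister screen read the other way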
Mac1 fbg enh – increases human CD11b/CD18 adhesion to fibrinogen | hit rate 0.07% among 93,000 | K562 CD11b/CD18 adhesion to fibrinogen, ATPlite luminescence | AID 1499 | activation, % at 10 µM;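 active = 10 µM primary screen giving 50% or more activity, confirmed by 40% or more on retest at that dose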; note: strong numbers were not always called active; reference of the scale not given here
Mac1 fbg inh – CD11b/CD18-fibrinogen binding inhibition. inhibition, % at 10 µM. hit rate 0.54% among 93,000. P05107+P11215. AID 1497. K562 CD11b/CD18 adhesion to fibrinogen, ATPlite luminescence; Mn2+ added to activate the integrin;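 active = primary inhibition of 50% or more at 10 µM, then 40% or more on retest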; note: some results filed as inactive read as strong as hits
Pyk2 oligo antag – blocks oligomerization of human Pyk2 in cells | Q14289 | Q293 cells, Pyk2 FERM NanoBiT luminescence; hits give low values | z-score (the deposit names both 25 µM and 10 µM) | hit rate 0.83% among 99,000;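 active = Z-score of -3 or lower, scaled per plate to the spread of control and sample wells; inactive = z-score above -3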;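 note: negative z-score means lost luminescence so less FERM oligomerization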
Target sequence (Q14289 whole entry, looked up): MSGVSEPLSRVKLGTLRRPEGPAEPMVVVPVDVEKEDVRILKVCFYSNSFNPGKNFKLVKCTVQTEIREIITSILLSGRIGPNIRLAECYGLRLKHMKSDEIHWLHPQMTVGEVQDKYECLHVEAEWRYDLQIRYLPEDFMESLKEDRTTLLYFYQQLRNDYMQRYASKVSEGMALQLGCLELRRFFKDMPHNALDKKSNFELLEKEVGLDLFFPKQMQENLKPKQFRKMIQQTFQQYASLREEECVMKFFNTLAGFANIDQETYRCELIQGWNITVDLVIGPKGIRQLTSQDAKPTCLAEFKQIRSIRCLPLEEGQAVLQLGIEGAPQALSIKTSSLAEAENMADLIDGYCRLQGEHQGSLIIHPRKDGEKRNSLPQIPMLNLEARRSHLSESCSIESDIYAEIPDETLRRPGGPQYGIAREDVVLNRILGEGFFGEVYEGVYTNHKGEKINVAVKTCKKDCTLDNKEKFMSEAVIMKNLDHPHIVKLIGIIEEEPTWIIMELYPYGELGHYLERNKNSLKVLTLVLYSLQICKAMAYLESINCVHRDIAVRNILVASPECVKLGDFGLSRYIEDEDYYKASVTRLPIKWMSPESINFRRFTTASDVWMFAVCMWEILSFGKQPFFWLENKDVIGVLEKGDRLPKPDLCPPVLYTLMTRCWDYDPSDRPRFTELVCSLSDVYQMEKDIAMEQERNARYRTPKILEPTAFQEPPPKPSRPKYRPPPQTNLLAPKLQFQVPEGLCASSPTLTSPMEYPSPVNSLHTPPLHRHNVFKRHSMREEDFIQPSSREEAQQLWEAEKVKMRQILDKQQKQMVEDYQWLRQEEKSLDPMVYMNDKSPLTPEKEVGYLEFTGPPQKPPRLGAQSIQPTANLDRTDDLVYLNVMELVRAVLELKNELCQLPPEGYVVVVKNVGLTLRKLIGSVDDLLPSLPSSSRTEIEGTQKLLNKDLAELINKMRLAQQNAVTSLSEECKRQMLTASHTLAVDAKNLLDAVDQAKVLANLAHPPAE
CYP2C19 act – activators of human cytochrome P450 2C19. P33261. recombinant CYP2C19, luciferin-H EGE luminescence; hits give high values; 0 = fully inhibited enzyme, 1 = untreated enzyme. activation factor at 5 µM. 96,000 tested, under 10 active;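 active = activation factor of at least 2 at 5 µM in the primary screen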;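 note: 0 = wells with 2.5 mM tranylcypromine and 1 = vehicle-only wells; values of inactives mirror those of a sister screen read the other way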
MT1-MMP txn act – MT1-MMP promoter transcription activation. HT1080 MT1-MMP promoter luciferase reporter, luminescence, overnight; hits give high values. activation factor at 10 µM. hit rate 0.16% among 86,000;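 active = activation factor of at least 2 for MT1-MMP transcription at 10 µM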
PLAP act – activates human placental alkaline phosphatase; P05187; purified PLAP enzyme, luminescent substrate read-out; hits give high values; activation fold at 20 µM; hit rate 1.2% among 96,000; AID 696; in the data active = activation fold above about 2
CYP2C9 inh – human CYP2C9 inhibition; P11712; CYP2C9 Supersomes, luciferin-H conversion, luminescence; inhibition, % at 5 µM; hit rate 20% among 96,000; AID 777;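 active = blocking of liver enzyme CYP2C9 beyond about 50% at 5 µM, limit read from the data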; note: values of inactives mirror those of a sister screen read the other way
CYP2C19 inh – blocks human cytochrome P450 2C19; P33261; CYP2C19 Supersomes, luciferin-H EGE luminescence, 30 min; inhibition, % at 5 µM; hit rate 21% among 96,000;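 active = CYP2C19 inhibition above a set limit at 5 µM in the primary screen, cut at about 50% in these data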;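 note: plate controls were negative control wells for no effect and 2.5 mM tranylcypromine positive control for full effect; values of inactives mirror those of a sister screen read the other way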
The depositor's hits bear a star; nt = no result given; & = joins results of further samples. Random draw from the library; 31% or so of the library scored in one or more.

SMILES,MT1-MMP txn act,CYP2C9 act,CYP2C19 inh,PLAP act,Pyk2 oligo antag,CYP2C19 act,Mac1 fbg enh,Mac1 fbg inh,CYP2C9 inh
Cc1cc(NS(=O)(=O)c2ccc(CC(C)C)cc2)no1,1,0.1,72*,1.3,0.38,0.3,-1,-9,90*
COc1cc(NS(=O)(=O)c2ccc(NC(=O)COc3ccccc3C)cc2)nc(OC)n1,1.1,0.1,20,1.3,-0.42,0.8,2,-10,91*
COC(=O)Cc1nnc(NC(=O)c2ccccc2)s1,1.2,0.8,20,0.9,1.5,0.8,0,-3,20
COC(=O)c1ccc(C2/C(=C(\O)c3ccc4c(c3)OCCO4)C(=O)C(=O)N2CCCN(C)C)cc1 (centres undefined),0.9,1.1,-9,1.2,-0.48,1.1,2,0,-10
COc1cc(C(=O)Nc2ccc(S(=O)(=O)Nc3nccc(C)n3)cc2)cc(OC)c1OC,1.1,1,6,1.1,-0.02,0.9,-2,-4,1
O=C(CSc1nc2ccccc2o1)Nc1nncs1,nt,0.4,33,0.9,0.42,0.7,1,6,55*
Cc1nc(-c2ccccc2)nc2[nH]c(=O)n(-c3ccccc3)c(=O)c12,nt,0.9,7,1.2,0.22,0.9,-1,-2,6
O=C(O)Cn1nnnc1SCC(=O)Nc1ccc(OC(F)(F)F)cc1,1.3,1.1,-18,1.3,0.15,1.2,-5,7,-14
CCOC(=O)c1ccccc1NC(=O)CN(c1cccc(OC)c1)S(C)(=O)=O,1,0.1,99*,1.6,-1.5,0,-2,2,95*
COC(=O)c1ccc(NC(=O)c2ccc3c(c2)OCO3)cc1,1.3,1,0,0.9,0.16,1,8,-24,-2
Cc1ccc(CCNC(=O)C2CCN(S(=O)(=O)N3CCC4(CC3)OCCO4)CC2)cc1,1.1,0.9,44,0.9,0.01,0.6,nt,nt,14
Cn1c(=O)c2c(nc(CN3CCN(Cc4ccccc4)CC3)n2Cc2ccccc2)n(C)c1=O,1.1,0.9,38,1.3,nt,0.6,5,-3,9
CC(C)Cc1nc2n[nH]c(N)c2c2c1COC(C)(C)C2,1.1,1,0,1,0.95,1,-1,0,-4
C(=N\n1cnnc1)/c1ccc2c(c1)OCO2,1.3,1,26,0.9,0.35,0.7,-4,-18,-1
CCc1nn(C(C)C(=O)N2CCc3ccccc3C2)c(=O)c2cc3occc3n12 (centres undefined),1,0.4,94*,1.5,-0.29,0.1,-8,-4,61*
O=C1CC(c2cccc([N+](=O)[O-])c2)c2c(ccc3ccccc23)N1 (centres undefined),nt,0.6,49,0.9,-1.7,0.5,-1,-17,43
Cn1c(C(=O)OC(C(=O)NC2CCCCC2)c2cccnc2)cc2sccc21 (centres undefined),1.1,0.3,96*,0.9,-1.1,0,0,-6,74*
C=CCn1c(CSc2nc3ccccc3s2)nnc1SCC(=O)NCc1ccco1,1.1,0.8,25,1.3,0.84,0.8,3,-1,25
CC(=O)Nc1ccc(N2C(=O)CC(c3ccccc3)CC2=O)cc1,nt,1,-5,1,0.13,1,nt,nt,-1
CCCn1cc(S(=O)(=O)CC(=O)N2CCc3ccccc32)c2ccccc21,1,0.2,87*,0.9,-0.29,0.1,3,0,79*
CC(=O)C1=C(O)C(=O)N(CC#N)C1c1cccs1 (centres undefined),1.2,1.2,-20,1.1,0.79,1.2,1,10,-19
Cc1ccc(C(=O)CC2SC(N)=NC2=O)cc1 (centres undefined),nt,1.2,9,0.8,-0.48,0.9,3,-37,-17
Cn1nc(C(=O)NC2=NCCS2)ccc1=O,1.2,1.2,-18,0.9,0.03,1.2,-4,-8,-24
C=CCn1c(Oc2cc(C)ccc2C)nc2c1c(=O)n(C)c(=O)n2C,1.2,0.7,0,1.1,-0.34,1,1,-5,32
COC(=O)/C=c1/sc2nc3ccccc3n2c1=O,1,0.7,6,0.9,2.3,0.9,nt,nt,27
Cc1cccc(NC(=S)NN2CCN(C)CC2)c1,1.1,1,2,0.9,1.5,1,0,-6,-3
CCCCN(C)CCCNC(=O)c1cccc(N2CCCC2=O)c1,nt,0.9,4,0.9,-0.5,1,0,0,9
O=C(CN(CCc1ccccc1)C(=O)CNS(=O)(=O)c1ccccc1)NCC1CCCO1 (centres undefined),1,1.1,9,1.5,0.37,0.9,-2,11,-7
Cn1c(=O)c2cc(S(=O)(=O)NC(Cc3ccccc3)C(=O)NCc3ccco3)ccc2n(C)c1=O (centres undefined),1,0.6,17,1.5,nt,0.8,2,35,38
Cn1cccc1Cc1nnc(SCC(=O)Nc2ccc3c(c2)OCCO3)n1CCc1ccccc1,1,0.6,48,1.5,nt,0.5,-5,12,38
C=CCNC(=O)c1cc(-c2ccccc2O)on1,1.2,1.5,46,1,nt,0.5,-2,-3,-48
O=C(OCCOCCN=C1NS(=O)(=O)c2ccccc21)C1CC(=O)N(c2ccccc2)C1 (centres undefined),1.3,0.7,10,1,-0.09,0.9,6,-5,26
CN(CCNC(=O)CCNC(=O)Cn1ccc2ccccc2c1=O)Cc1ccccc1,1.2,0.9,-4,1.3,0.67,1,2,-3,9
CCCCOc1ccccc1P(=O)(O)CP(=O)(c1ccccc1)c1ccccc1,1.2,0.8,16,0.9,2.1,0.8,6,-9,21
O=C(NC(Cc1ccccc1)c1ccc2c(c1)OCCCO2)c1ccccc1F (centres undefined),nt,0.2,77*,1.3,-2,0.2,-1,1,83*
COc1cc(SC)ccc1C(=O)Nc1ccccc1,1.7,1.3,-37,0.9,-0.82,1.4,-3,6,-25
Cc1sc2ncn(CCC(=O)O)c(=O)c2c1C,1.2,3.2*,24,1.2,-0.99,0.8,6,8,-215
CC1(C)Cc2nc3sc4c(SCC(=O)NCc5ccccc5)ncnc4c3cc2CO1,nt,0.3,83*,0.9,-0.37,0.2,4,-18,73*
CCOC(=O)C1=C(C)N=C2SC(C(=O)OC)=CC(=O)N2C1c1ccc(F)cc1 (centres undefined),nt,0.8,50*,1,-1.2,0.5,1,-4,18
C=CCn1c(SCC(=O)c2c(N)n(C)c(=O)n(C)c2=O)nc2sc(CC)cc2c1=O,nt,0.6,1,0.9,0.67,1,nt,nt,38
COc1cccc2cc(C(=O)N3CCN(C/C=C/c4ccccc4)CC3)c(=O)oc12,1.1,2.9*,35,1.6,1.3,0.6,3,6,-187
CN(CCC#N)C(=O)c1ccc(CNS(=O)(=O)c2ccc(F)cc2)cc1,1.1,0.8,10,0.9,0.01,0.9,-2,-7,23
Nc1nc(C2CC2)c(Sc2sc(N)nc2C2CC2)s1,1.3,0.5,62*,0.7,0.74,0.4,nt,nt,48
O=S(=O)(Cc1ccccc1)N1CCCC1,1.1,1.1,31,1,1.1,0.7,-2,-20,-11
O=C(O)CCCN=C1CCCc2ccccc2N1,1.1,0.9,-12,0.8,0.93,1.1,-2,-13,15
CCOc1ccccc1C1CC(c2ccc(Cl)cc2)Nc2nc(N)nn21 (centres undefined),1.2,0.5,90*,1.5,nt,0.1,-1,-18,51*
Cc1ccc(CN2CCN(CC(=O)N3CCc4ccccc4C3)C2=O)cc1,nt,1.2,-2,1.3,nt,1,-4,10,-21
COc1ccc(NC(=O)CSC2CCCCC2)cc1,1.6,0.5,98*,1.1,0.03,0,5,-10,51*
Cc1cc(C(=O)NNC(=S)NC(C)c2ccccc2)c2ccccc2n1 (centres undefined),nt,0.4,-4,1.1,2.3,1,-2,-7,55*
O=C(Nc1nccs1)c1ccc(Cl)c(S(=O)(=O)N2CCOCC2)c1,1,0.7,18,1,0.16,0.8,1,-3,25

Remaining list, next part
SMILES,MT1-MMP txn act,CYP2C9 act,CYP2C19 inh,PLAP act,Pyk2 oligo antag,CYP2C19 act,Mac1 fbg enh,Mac1 fbg inh,CYP2C9 inh
O=C(NC1CCC(C(=O)O)CC1)OCc1ccccc1 (centres undefined),1.1&1.1,1.1&0.9,16&8,1&0.9,0.41&0.08,0.8&0.9,0&5,4&-9,-10&5
CC(=O)Oc1ccc(N(C(C)=O)S(=O)(=O)c2cccs2)c2ccccc12,0.9,0.5,88*,1,-0.34,0.1,-2,-4,49
COc1ccc(CCCc2nnc(SCC(=O)Nc3ccc(C)c(C)c3)o2)cc1,1,0.9,26,0.9,0.53,0.7,0,1,10
CN(c1ccccc1)S(=O)(=O)c1ccc(C(=O)NCC2CCCO2)cc1 (centres undefined),nt,0.6,8,0.9,0.98,0.9,-1,-4,37
O=C(NCc1ccccn1)c1ccc(/C=N/O)nc1,1.1,1,1,1,-0.03,1,-4,-14,-4
COc1ccc2nc3c(cc2c1)c(NC(=O)C1CCCO1)nn3CC(C)C (centres undefined),1,0.3,48,1.5,-1.4,0.5,7,-18,66*
Cc1ccc2[nH]c(=O)c(C(c3nnnn3Cc3ccccc3)N3CCc4ccccc43)cc2c1 (centres undefined),nt,0.9,17,1.4,0.18,0.8,1,-8,11
COc1cc(S(=O)(=O)NC(C)C)ccc1Cl,1.3,2.5*,53*,1,-0.39,0.5,-4,-3,-154
N#Cc1cc(-c2cccc(Cl)c2)c[nH]c1=O,nt,1,5,1,1.5,1,2,-12,-4
COc1ccc(-n2c(N)c(C(=O)NCc3cccnc3)sc2=S)cc1,1,1,7,0.9,0.62,0.9,-5,-12,4
Cc1ccc(-c2nc(NC(=O)c3nn(C)cc3[N+](=O)[O-])sc2C)cc1,nt,0.8,13,1.1,-2.7,0.9,-2,2,17
c1ccc(-c2noc(-c3cccc4ccccc34)n2)nc1,0.3,1,64*,0.9,-1.4,0.4,-2,15,1
O=S(=O)(NC1CCCCC1)c1cccc(-c2nnc(-c3ccccc3)o2)c1,1.1,0.2,29,0.8,0.27,0.7,-1,3,84*
O=C(NCC1CCCO1)c1ccc2c(=O)n(CCc3ccccc3)c(=O)[nH]c2c1 (centres undefined),1.2,0.9,13,0.9,-0.93,0.9,-3,8,13
Fc1ccc(Cn2ccc(-c3cnc(-c4ccccc4)s3)n2)cc1,1.7,0,92*,0.7,-1.3,0.1,-4,56*,97*
O=S(=O)(c1cccc2ccccc12)n1nnc2ccccc21,1,0.9,2,1.1,nt,1,5,-3,11
Cc1ccc(-n2c(=O)cc(N3CCN(Cc4ccccc4)CC3)[nH]c2=O)cc1,nt,0.8,2,1.2,nt,1,1,-19,22
COc1ccc(CC(=O)OCC(=O)Nc2c(C)n(C)n(-c3ccccc3)c2=O)cc1,1.1,1.2,-23,1,0.91,1.2,-4,4,-18
CCCCCCNC(=O)Cc1c(O)c2ccccc2[nH]c1=O,1,1.1,-11,1.4,-0.09,1.1,nt,nt,-10
C=CCN(C(=O)CCC(=O)Nc1cc(C)on1)C(C(=O)NC(C)(C)C)c1cccc(OC)c1OC (centres undefined),1.2,0.8,14,1.5,-0.14,0.9,3,-3,21
CCOC(=O)C1CCN(c2c(N3CCCCCC3)c(=O)c2=O)CC1,1,0.8,25,1.2,nt,0.8,-2,13,23
Cc1ccc(C)c(NC(=O)c2ccc[n+](Cc3ccc([N+](=O)[O-])cc3)c2)c1,nt,1.1,-14,0.8,0.19,1.1,nt,nt,-6

Two consecutive records out of the list so far, quoted:
SMILES,MT1-MMP txn act,CYP2C9 act,CYP2C19 inh,PLAP act,Pyk2 oligo antag,CYP2C19 act,Mac1 fbg enh,Mac1 fbg inh,CYP2C9 inh
Cc1cc(NS(=O)(=O)c2ccc(CC(C)C)cc2)no1,1,0.1,72*,1.3,0.38,0.3,-1,-9,90*
COc1cc(NS(=O)(=O)c2ccc(NC(=O)COc3ccccc3C)cc2)nc(OC)n1,1.1,0.1,20,1.3,-0.42,0.8,2,-10,91*
